DRD3 agonist = D3 dopamine receptor (human) agonism. max activation, %. P35462. D3R DiscoveRx beta-arrestin cells, luminescence, 90 min. actives 0.58% (n = 410,000). AID 652048; in the data active means max activation above about 30%; further: 0% is about no effect; mostly tested at two doses, the higher about 12 µM
Target sequence (P35462 whole entry, looked up): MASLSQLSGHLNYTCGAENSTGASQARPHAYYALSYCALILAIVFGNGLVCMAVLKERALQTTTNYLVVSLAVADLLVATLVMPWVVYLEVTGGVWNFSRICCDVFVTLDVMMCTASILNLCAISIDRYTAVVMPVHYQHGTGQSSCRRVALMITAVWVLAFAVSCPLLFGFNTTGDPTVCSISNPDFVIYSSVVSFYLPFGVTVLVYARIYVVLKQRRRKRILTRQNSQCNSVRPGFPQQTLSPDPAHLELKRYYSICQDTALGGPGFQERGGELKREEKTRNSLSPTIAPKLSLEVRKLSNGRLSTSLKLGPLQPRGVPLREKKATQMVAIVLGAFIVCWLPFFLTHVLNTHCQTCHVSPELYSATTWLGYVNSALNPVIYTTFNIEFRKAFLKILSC
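Agonist mode: compounds and dopamine controls were applied to plated cells for 90 min at 37 degrees C after an overnight attachment at 1500 cells/well. Luminescent read-out followed 30 - 60 minutes at room temperature with DiscoveRx detection reagent.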
GLP-1R agonist = agonists of human GLP-1 receptor; actives 0.007% (n = 380,000); Potency, µM (series often up to 45.6 µM), without a hit: at the highest dose activation, hits mostly activators; HEK293 GLP-1R CRE-luciferase, luminescence, 4-6 h; cells express a hypersensitive GLP-1R form; P43220; further: potency means the concentration at half of the fitted maximal effect; % of control where 0% means no effect
Target sequence (P43220 whole entry, looked up): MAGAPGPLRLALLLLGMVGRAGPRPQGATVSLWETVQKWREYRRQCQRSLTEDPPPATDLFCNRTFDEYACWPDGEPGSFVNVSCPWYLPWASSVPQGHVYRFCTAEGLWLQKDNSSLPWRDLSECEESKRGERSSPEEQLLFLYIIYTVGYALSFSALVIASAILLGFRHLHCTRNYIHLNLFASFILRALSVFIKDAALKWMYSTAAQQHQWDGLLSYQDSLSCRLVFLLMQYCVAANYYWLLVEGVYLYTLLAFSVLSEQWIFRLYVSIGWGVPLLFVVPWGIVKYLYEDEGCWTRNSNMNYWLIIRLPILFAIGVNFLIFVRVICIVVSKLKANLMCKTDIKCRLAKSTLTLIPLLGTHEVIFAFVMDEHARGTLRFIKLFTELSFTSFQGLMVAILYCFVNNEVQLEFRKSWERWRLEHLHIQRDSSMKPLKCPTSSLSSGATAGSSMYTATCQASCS
KB-V1 MDR tox = kills drug-selected multidrug resistant KB-V1 cells; actives 3.4% (n = 400,000); Potency, µM (top dose mostly 46.1 µM), for the others: at the top dose activity change, negative = cytotoxicity, usual class: cytotoxic; KB-V1 MDR cells viability, CellTiter-Glo, 72 h; further: potency means the concentration at half of the fitted maximal effect; on the % scale 0 is the no-effect control and ±100 the full control effect; nearly all actives have a fitted effect of over 60% in size
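KB-V1 MDR subline cells in DMEM (phenol-red free, 10% FBS) exposed to compounds in qHTS concentration series for 72 h at 37 degrees C. Viability read by CellTiter-Glo luminescence; concentration-effect curves fitted after normalization and correction.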
HT1080NT lethal = kills 2HG-producing HT-1080-NT fibrosarcoma cells | Potency, µM (highest dose often 46.1 µM), for the others: at the highest dose activity, negative = less viability, most hits filed as cytotoxic | HT-1080-NT fibrosarcoma viability, CellTiter-Glo ATP luminescence, 48 h | actives 1.6% (n = 360,000) | AID 686970;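 further: NT is the 2HG producing partner of a matched IDH1 knockdown line; potency means the concentration at half of the fitted maximal effect; 0% = DMSO-treated cells and -100% = media-only wells without cells; nearly all actives have a fitted effect of over 55% in size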
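HT-1080-NT; 750 cells/well; 5% FBS RPMI; 48 h compound, 37 degrees C; CellTiter-Glo luminescence; curve fitting and curve-class assignment.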
DRD3 antagonist = D3 dopamine receptor (human) antagonism. D3R cells, DiscoveRx beta-arrestin luminescence, antagonist mode; active compounds read low. max response, negative = inhibition, %. P35462. actives 2.5% (n = 360,000). AID 652054; in the data active means max response below about -50%; inconclusive means no clear call, values can overlap the other calls; further: on the % scale 0 is the no-effect control and ±100 the full control effect; mostly tested at two doses, the higher about 12 µM
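Cells plated overnight at 1500 cells/well, then exposed to library compounds with dopamine controls for 90 minutes at 37 degrees C. DiscoveRx reagent added for 30–60 minutes at room temperature; luminescence read, quantitative HTS format.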
SW480 rereplic = DNA re-replication induction in SW480 cells; SW480 DNA re-replication, Hoechst DNA content imaging, 48 h; Potency, µM (top dose mostly 46.1 µM), for inactives: top-dose re-replication activation, most hits filed as activators; actives 1.8% (n = 340,000); AID 624297; further: potency means the concentration at half of the fitted maximal effect; % of control where 0% means no effect; nearly all actives have a fitted effect of over 55% in size
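250 cells/well; 23 nL cpd via pin tool; 48 hr, 37 C, 5% CO2; Hoechst 40 min; imager read of total nuclear intensity, ex 405/em 500-530 nm.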
KB-3-1 tox = kills parental KB-3-1 adenocarcinoma cells; KB-3-1 viability, CellTiter-Glo ATP luminescence, 72 h; Potency, µM (top dose mostly 46.1 µM), for inactives: top-dose activity change, negative = cytotoxic, hits mostly cytotoxic; actives 1.4% (n = 400,000); further: potency means the concentration at half of the fitted maximal effect; on the % scale 0 is the no-effect control and ±100 the full control effect; nearly all actives have a fitted effect of over 60% in size
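Multi-concentration cytotoxicity screen in KB-3-1 cells grown in DMEM lacking phenol red with 10% FBS. After 72 h at 37 °C with compound, ATP-dependent luminescence was recorded.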
IL1B secr inh = inflammasome signaling inhibition, IL-1 beta readout; THP-1 LPS/ATP IL-1B secretion, AlphaLISA, 16 h; active compounds read low; actives 4.7% (n = 360,000); activity change, % at 57.5 µM; in the data active means activity change below about -50%; inconclusive means mostly about -30% to -49%; further: on the % scale 0 is the no-effect control and ±100 the full control effect
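THP-1 cells pretreated 1 hr with compounds (up to 57.5 uM final), then stimulated with LPS (250 ng/mL final) plus ATP (1.25 mM final); secreted IL-1B measured by AlphaLISA after 16 hr, decreased signal indicating inhibition.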
HT1080 IDH1KD tx = HT-1080 IDH1 knockdown cell toxicity (counter line) | Potency, µM (top dose mostly 46.1 µM), for the others: top-dose activity, negative = toxicity, usual class: cytotoxic | HT-1080 IDH1 knockdown viability, ATP luminescence, 48 h | actives 2% (n = 360,000);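 further: potency means the concentration at half of the fitted maximal effect; 0% = DMSO wells and -100% = cell-free medium wells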
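In this qHTS, HT-1080 cells depleted of IDH1 are exposed for 48 h at 37 °C to compound titrations. Toxicity is scored from CellTiter-Glo luminescence, with DMSO as full viability and medium alone as none.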
The depositor's hits bear a star; ? = inconclusive; . = not tested or not shown; [ ] = another dose, or the depositor's remark. Unless noted, the call rests on the fitted dose curve; in most records, active means well fitted curve in the direction sought with a large enough effect; inconclusive means small, poorly fitted or top-dose-only effect, or another doubt; inactive means no such curve, though single readings can be large; an effect the other way counts as inactive or inconclusive.

SMILES	DRD3 agonist	GLP-1R agonist	KB-V1 MDR tox	HT1080NT lethal	DRD3 antagonist	SW480 rereplic	KB-3-1 tox	IL1B secr inh	HT1080 IDH1KD tx
CCOC(=O)c1ccc(NC(=S)N(CCCN2CCCCC2)Cc2ccco2)cc1	-22.4	?	0.8%	?	1.0	-2.6%	-5.3%	-52.7*	?
O=C(NNC(=O)c1nc(Cl)ccc1Cl)c1ccc(F)cc1	-0.8	-3.8%	-3.7%	-8.0%	3.1	-13.0%	-5.1%	-7.2	0.7%
O=C1CN(C(=O)CNCc2cccc(Cl)c2)c2ccccc2N1	-6.9	-1.0%	25.8%	16.6%	0.0	-7.3%	?	-3.0	12.9%
COc1ccccc1N1CCN(Cc2cn[nH]c2-c2ccc(F)cc2)CC1	-32.9	7.6%	0.6%	1.0%	-66.8*	?	1.2%	9.1	-2.1%
Cc1ccc(S(=O)(=O)CCSc2n[nH]c(=O)n2-c2ccccc2)cc1	7.9	-0.7%	-8.5%	?	14.1	12.2%	-19.7%	?	-15.9%
COc1ccc(NC(=S)N2CCC(C(=O)c3ccc(Cl)cc3)CC2)cc1	1.1	-0.1%	20.9%	7.9%	34.1	-20.8%	1.8%	7.8	5.3%
O=C(c1cccs1)N1CCN(Cc2ccccc2)CC1	10.7	3.8%	13.9%	16.5%	-16.8	-1.7%	6.6%	-17.2	5.4%
CCC(C)CCCCNC1=NCCS1 (configuration not stated)	-8.2	5.8%	-7.0%	-2.4%	-11.6	-13.2%	8.6%	-1.9	6.6%
CCN(CC)c1ccc(NC(=O)CSc2nnc(N)s2)cc1C	2.5	-2.3%	6.3%	4.8%	9.7	-2.3%	1.3%	-3.0	1.3%
CC(Sc1nnc(C2CC2)n1C1CC1)C(=O)Nc1ccc(C(N)=O)cc1 (configuration not stated)	-11.8	-2.8%	6.2%	4.7%	?	-16.8%	3.4%	-14.3	1.9%
COc1cccc(-n2nnc3c(=O)n(CC(=O)N4CCCc5ccccc54)cnc32)c1	12.3	5.9%	-0.4%	12.8%	-2.8	-2.5%	-7.6%	-14.5	4.1%
O=C(N/N=C/c1cc(Cl)cc([N+](=O)[O-])c1O)c1cc(-c2ccccn2)nc2ccccc12	-20.3	-4.1%	0.0%	?	-61.5*	?	?	130.6	?
Cc1cc(C)nc(NS(=O)(=O)c2ccc(N3C(=O)c4ccccc4C3=O)cc2)n1	5.4	-1.9%	-6.5%	13.9%	7.2	0.4%	3.9%	18.4	16.4%
CC(NC(=O)c1ccccc1F)C1CC1 (configuration not stated)	6.2	1.4%	6.6%	9.7%	15.0	14.8%	2.0%	17.7	10.7%
Cc1cc(=O)oc2c(C)c(OC(C)C(=O)NCC3CCC(C(=O)O)CC3)ccc12 (configuration not stated)	5.6	7.1%	0.0%	2.2%	5.8	-6.2%	0.0%	-0.3	4.8%
C=CCNC(=O)CSc1nc2sc(C)c(C)c2c(=O)[nH]1	0.2	-5.1%	1.0%	-7.2%	-14.8	-3.1%	1.7%	16.7	-2.9%
Cc1ccc(C(=O)O)cc1NC(=O)c1ccc2c(c1)C(=O)N(c1ccc([N+](=O)[O-])cc1)C2=O	-1.5	-0.6%	16.1%	-17.9%	-25.3	6.6%	10.1%	16.2	-10.3%
CCOc1cccc(CN2CCC(Oc3ccc(C(=O)N4CCCC4)cc3)CC2)c1	-13.3	9.9%	-5.2%	-18.7%	-2.1	23.5%	-6.8%	-17.4	-26.2%
Cc1cccc(OCCCC(=O)NNC(=O)c2ccccn2)c1	1.2	-5.7%	?	?	-0.7	?	?	88.8	?
COc1ccc(-n2c(SCC(=O)Nc3cc(C)on3)nc3c([nH]c4ccccc43)c2=O)cc1	8.2	2.1%	-13.0%	3.2%	6.5	-12.1%	?	30.1	0.1%
N/C(=N\O)C1COc2ccccc2O1 (configuration not stated)	-2.6	0.2%	0.0%	-4.5%	?	-13.0%	0.8%	6.6	-3.8%
COc1ccc2c(c1)c1c(c(=O)n(-c3ccccc3C)c(=O)n1Cc1c(F)cccc1Cl)n2C	-13.5	-0.9%	-1.6%	.	.	.	6.0%	.	.
CCC(C)N(C(=O)COc1ccccc1C(=O)NCc1ccccc1)C1CCS(=O)(=O)C1 (configuration not stated)	-0.9	3.0%	-14.6%	1.2%	5.3	-4.5%	11.9%	13.5	3.2%
CCOc1ccc(CCNC(=O)CN2C(=O)COc3ccc(S(=O)(=O)N4CCOCC4)cc32)cc1	-1.8	4.9%	13.9%	2.6%	8.4	.	3.2%	2.3	6.7%
CCCNC(=O)C1CCN(S(=O)(=O)c2ccc3nc4c(c(C(=O)O)c3c2)CCCCC4)CC1	2.7	-3.7%	?	23.4%	12.1	-3.7%	6.0%	-2.5	14.0%
CCC(C)C(=O)Nc1nnc(SCC(=O)Nc2ccc(F)cc2)s1 (configuration not stated)	-2.8	9.7%	?	-1.4%	-3.7	-75.8%[inhibitor]	-4.0%	-8.4	1.7%
O=C1CCC(=O)N1c1ccccc1-c1ccccc1	5.2	-11.0%	?	4.8%	11.6	-3.1%	17.8%	5.9	6.8%
COc1ccccc1-c1nnc(SC)n1C	-6.1	-4.9%	-11.0%	-5.3%	9.7	-6.7%	-12.3%	1.6	0.0%
CCCCn1c(N)c(N(C(=O)CSc2nncn2-c2ccccc2)C2CCCC2)c(=O)[nH]c1=O	-2.3	4.7%	7.2%	7.5%	2.7	-23.1%	9.4%	?	11.6%
Fc1ccc(-n2nnc(-c3ccccc3)n2)cc1	-6.4	4.3%	1.0%	-0.7%	15.9	-14.3%	3.7%	11.8	8.1%
CCC(C)NC(=O)NC1C(NC(=O)NC(C)CC)N(C)C(=O)N1C (configuration not stated)	-10.3	-13.1%	28.0%	6.9%	4.9	0.6%	-2.5%	17.3	0.9%
Cc1cc(NC(=O)C(C)Sc2nnc(NCc3ccco3)s2)no1 (configuration not stated)	-1.0	-1.8%	-6.7%	7.8%	0.6	?	-2.5%	1.0	4.9%
CC(=O)CSc1nnc(-c2ccncc2)n1C	-5.0	-8.6%	21.7%	5.8%	-5.6	-6.3%	-3.1%	6.8	1.0%
Cc1ccc(N(CC(=O)NC2CCCCC2)C(=O)Cn2nnc(-c3ccc(C)o3)n2)cc1	-5.6	4.9%	?	-2.5%	4.2	3.0%	10.5%	-3.4	2.7%
COc1ccc(CNC(=O)CN(C(=O)CCC(=O)Nc2nccs2)c2ccc3c(c2)OCO3)cc1	-2.6	10.2%	1.3%	-22.5%	7.9	-2.4%	3.2%	5.9	?
COc1ccc(Cl)cc1NC(=O)CSc1nncn1-c1cccnc1	-1.2	12.7%	-15.7%	-5.7%	7.7	-22.3%	18.2%	-12.3	-3.4%
CC(C)C(=O)Nc1ccc2c(c1)oc1ccccc12	-1.4	0.0%	-4.1%	-5.1%	2.8	-0.3%	-4.1%	2.2	-25.6%
CCc1ccccc1NC(=O)CCC(=O)Nc1nnc(C(C)C)s1	-6.0	-7.6%	51.4%	10.1%	-21.5	-2.7%	8.0%	37.4	-0.6%
COc1ccc(N2CCN(Cc3nc4c(c(=O)n(C)c(=O)n4C)n3Cc3ccccc3C)CC2)cc1	-5.7	-4.4%	15.9%	-9.1%	5.9	0.8%	-3.2%	10.4	2.6%
Nc1[nH]n(-c2ccccc2)c(=O)c1N=Nc1ccc2c(c1)OCO2	-8.3	-3.0%	4.1%	-20.3%	-23.3	1.5%	?	-9.7	?
c1coc(-c2nnc(-c3ccco3)nn2)c1	-6.6	-1.7%	-2.1%	-5.1%	-17.2	3.98µM*	-1.6%	-76.0*	0.0%
CCN(CC)CCNC(=O)c1ccc(N2CCCCC2)c(NS(=O)(=O)c2ccc(C)cc2)c1	-13.1	6.5%	?	?	-81.6*	25.9µM*	?	-28.3	?
CCOc1ccccc1C1NC(=O)NC(C)=C1C(=O)OC1CCCCC1 (configuration not stated)	2.0	7.9%	-17.6%	-6.3%	4.6	?	-11.3%	-67.9*	5.8%[9.24 µM]
COc1ccc(CN(C(=O)COc2ccccc2)c2ccccc2C(=O)O)cc1	2.2	-5.7%	-7.4%	1.7%	4.9	-46.6%[inhibitor]	1.9%	4.7	-6.3%
CC1CCCCN1S(=O)(=O)c1ccc(C(=O)Nc2ccccc2-c2nc3ccccc3s2)cc1 (configuration not stated)	-6.7	3.5%	-8.0%	0.5%	0.0	-0.7%	11.8%	3.9	0.9%
Cc1ccccc1-n1c(=O)cc(NCc2ccc3c(c2)OCO3)[nH]c1=O	1.0	-9.7%	16.1%	-3.3%	33.0	-9.0%	4.1%	15.5	-11.6%
CCC1(c2ccccc2)NC(=O)N(CC(=O)Nc2cccnc2Cl)C1=O (configuration not stated)	1.7	5.3%	?	0.0%	3.9	0.8%	4.6%	2.3	6.3%
O=C(CSc1nccc(=O)[nH]1)NC1CCCCCCC1	0.0	0.5%	-4.2%	8.2%	1.3	-3.6%	2.0%	10.8	-0.4%
COC(=O)c1ccc(/C=C/c2c(-c3ccsc3)sc3ccccc23)cc1	6.3	2.4%	0.0%	-1.1%	-25.6	4.11µM*	?	-20.0	-0.8%

Structural class: those above with a thiophene ring, fused or not.
SMILES	DRD3 agonist	GLP-1R agonist	KB-V1 MDR tox	HT1080NT lethal	DRD3 antagonist	SW480 rereplic	KB-3-1 tox	IL1B secr inh	HT1080 IDH1KD tx
O=C(c1cccs1)N1CCN(Cc2ccccc2)CC1	10.7	3.8%	13.9%	16.5%	-16.8	-1.7%	6.6%	-17.2	5.4%
C=CCNC(=O)CSc1nc2sc(C)c(C)c2c(=O)[nH]1	0.2	-5.1%	1.0%	-7.2%	-14.8	-3.1%	1.7%	16.7	-2.9%
COC(=O)c1ccc(/C=C/c2c(-c3ccsc3)sc3ccccc23)cc1	6.3	2.4%	0.0%	-1.1%	-25.6	4.11µM*	?	-20.0	-0.8%

Screening results from PubChem BioAssay.
